Bioassay records from PubChem BioAssay.
Salmonella PhoP GFP – Inhibition of PhoP regulon, Salmonella typhi GFP reporter cells, confirmation, 4 h (AID 1850) | Salmonella Typhi PhoP-promoter GFP reporter, fluorescence, 4 h; higher % means a stronger effect | inhibition, % at 50 µM, or IC50 in µM where a hit was titrated | 0.33% of 310,000 active; in the data active means a potency from the dose series; inconclusive means inhibition mostly from about 25% at the one dose, without a potency; inactive means the rest, 99 in 100 with inhibition below about 19%;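 further: 0% = induced wells with vehicle and 100% = uninduced wells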
tuberculosis growth – growth inhibition of non-replicating M. tuberculosis (AID 488890). Mycobacterium tuberculosis non-replicating, growth inhibition; higher % means a stronger effect. inhibition, % at 25 µM; hits with a dose series show IC50 in µM. 0.39% of 320,000 active; in the data active means a potency from the dose series; inconclusive means inhibition mostly from about 82% at the one dose, without a potency; inactive means the rest, 99 in 100 with inhibition below about 76%;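 further: plate controls were DMSO cells for no effect and high antibiotic wells for full effect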
inhibitors of VEEV – inhibitors of VEEV TC-83 cytopathic effect, confirmation, Vero cells (AID 588727); Vero cells, VEEV TC-83 cytopathic effect inhibition; higher % means a stronger effect; inhibition, % at 20 µM, or IC50 in µM where a hit was titrated; 0.13% of 350,000 active; in the data active means a potency from the dose series; inconclusive means inhibition mostly from about 14% at the one dose, without a potency; inactive means the rest, 99 in 100 with inhibition below about 12%; further: strong numbers were not always called active
H1N1 NS1A inhibition – H1N1 influenza NS1A inhibitors, functional cell based assay (AID 504329). NS1A functional cell-based assay, percent inhibition; higher % means a stronger effect. 0.3% of 340,000 active. one-dose inhibition, % at 12.5 µM; IC50 in µM for titrated hits; in the data active means a potency from the dose series; inconclusive means inhibition above about 27% without an active follow-up result; further: strong numbers were not always called active
M. tuberculosis HTS – M. tuberculosis growth inhibition, HTS (AID 449762). M. tuberculosis H37Rv growth inhibition, 7H9 media; higher % means a stronger effect. inhibition, % at 25 µM, or IC50 in µM where a hit was titrated. 0.59% of 330,000 active; in the data active means a potency from the dose series; inconclusive means inhibition above about 70% without an active follow-up result;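 further: bacterial growth assessed after seven days of incubation; strong numbers were not always called active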
inhibitors of VEEV 10K pilot screen – second read-out of inhibitors of VEEV, no call of its own (marks repeat the call); inhibition, %; measured here: 10K pilot screen inhibition
An asterisk follows results filed as active; i = inactive; ? = inconclusive; nt = not tested or not shown.

The first 5 records, ahead of the listing:
SMILES	Salmonella PhoP GFP	tuberculosis growth	inhibitors of VEEV	H1N1 NS1A inhibition	M. tuberculosis HTS	others
O=C1NC(=O)c2cc([N+](=O)[O-])cc3cccc1c23	-16%	?	1.2%	4%	11%
COc1cccc(N/C=C/C(=O)c2ccc(Br)cc2)c1	4%	29%	0.6%	2%	-5%
COc1ccc(-c2cc(C(=O)N3CCOCC3)c3cc(C)ccc3n2)cc1	-9%	61%	7.3%	2%	?
CCOC(=O)C1CCN(c2ncnc3c2c(-c2ccccc2)cn3-c2ccc(C)cc2)CC1	3%	36%	5.5%	9%	40%
COc1ccc2nc(Nc3ccc4c(c3)OCO4)sc2c1	3%	1%	2.7%	8%	-4%

This part in full (from the top)
SMILES	Salmonella PhoP GFP	tuberculosis growth	inhibitors of VEEV	H1N1 NS1A inhibition	M. tuberculosis HTS	others
O=C1NC(=O)c2cc([N+](=O)[O-])cc3cccc1c23	-16%	?	1.2%	4%	11%
COc1cccc(N/C=C/C(=O)c2ccc(Br)cc2)c1	4%	29%	0.6%	2%	-5%
COc1ccc(-c2cc(C(=O)N3CCOCC3)c3cc(C)ccc3n2)cc1	-9%	61%	7.3%	2%	?
CCOC(=O)C1CCN(c2ncnc3c2c(-c2ccccc2)cn3-c2ccc(C)cc2)CC1	3%	36%	5.5%	9%	40%
COc1ccc2nc(Nc3ccc4c(c3)OCO4)sc2c1	3%	1%	2.7%	8%	-4%
COc1ccc(NC(=O)/C=C/c2ccc3c(c2)OCO3)cc1	-6%	70%	1.9%	4%	?
N#Cc1ccc(OCC(=O)Nc2cc(S(=O)(=O)N3CCCCC3)ccc2N2CCCCC2)cc1	1%	1%	0.4%	-3%	-4%
O=C(Nc1ccc(Oc2ccccc2)nc1)C1CCCCN1Cc1ccc(OCCO)cc1 (stereo not given)	2%	7%	1.5%	5%	1%
CSc1cccc(NC(=O)C2CC(=O)N(Cc3ccccc3)C2)c1 (stereo not given)	-8%	-1%	4.6%	-10%	-18%
O=C(COC(=O)CC1CCCC1)Nc1ccccc1[N+](=O)[O-]	nt	51%	i	10%	3%
COc1ccccc1NC(=O)Cn1nc(C)n2cccc2c1=O	-6%	-3%	1.8%	9%	-4%
O=C(Nc1ccccc1C(=O)OCC(=O)N1CCc2ccccc2C1)c1ccco1	10%	35%	11%	-1%	-4%	inhibitors of VEEV 10K pilot screen=2.3
CC1CCN(C(=O)CSc2nnc(N)s2)CC1	4%	6%	3.9%	6%	7%
Cc1ccsc1CN(C)CC(=O)Nc1ccccc1C(=O)NC1CC1	nt	15%	0.6%	2%	0%
O=C(CN1CCSC1=NCc1ccccc1)c1ccc(Cl)cc1	-5%	5%	0.5%	21%	7%
NC(=O)c1cc(-c2csc(NCCc3ccccc3)n2)ccc1O	6%	12%	5.5%	-5%	10%
Cc1nc2c(-c3ccccc3)c(C)nn2c(C)c1CCC(=O)NC(C)CCc1ccco1 (stereo not given)	3%	14%	7.0%	4%	-4%
CCC(=O)N1CCc2cc(Br)cc(S(=O)(=O)CCC(=O)NCCc3ccccc3)c21	0%	3%	i	-3%	5%	inhibitors of VEEV 10K pilot screen=0.3
CCOC(=O)C1CCN(c2cc3c(cc2NC(=O)c2cc(OC)ccc2Br)n(C)c(=O)n3C)CC1	-9%	35%	1.9%	14%	-6%
O=C(Cn1cnc([N+](=O)[O-])n1)N/N=C/c1cccc(Cl)c1	-2%	1%	0.0%	-19%	13%
COc1ccc(NC(=O)CN(C)C(=O)Cc2ccc(-c3ccccc3)cc2)cc1	nt	15%	1.2%	-4%	0%
Cc1ccc(C(NC(=O)N2CCN(C)CC2)C(Cl)Cl)cc1F (stereo not given)	-1%	-9%	0.8%	8%	0%
Cc1c(NC(=S)Nc2ccccc2)c(=O)n(-c2ccccc2)n1C	-4%	-7%	3.0%	-5%	-10%
CCc1cc(C(=O)N=Nc2c(O)[nH]c3c(Br)cc(Br)cc23)c2ccccc2n1	-5%	17%	2.3%	5%	16%
CCC1CCCCN1CCCNC(=O)c1ccc(CS(=O)(=O)c2ccc(Br)cc2)o1 (stereo not given)	9%	16%	0.6%	7%	2%
COc1ccccc1CNC(=O)CN1CCC(n2cnc3cc(F)ccc32)CC1	-1%	34%	0.1%	6%	2%
Cc1nn(C)c(C)c1CNC(=O)Nc1cccc(Cl)c1	0%	31%	i	7%	3%
Fc1ccc(NC(=S)Nc2cccc3cnccc23)cc1	15%	27%	3.1%	-5%	-6%
Cc1ccnc(Nc2nc3ccccc3o2)n1	7%	67%	i	-4%	14%
CC1CCCN(CC(O)COc2ccc3c(c2)OCO3)C1 (stereo not given)	-4%	3%	1.0%	-11%	5%
CCCN(C(=O)c1cccs1)c1nnc(-c2ccncc2)s1	-5%	5%	i	10%	-1%
CC(=O)c1ccc(N2C(=O)C3C4C=CC(CC4)C3C2=O)cc1 (stereo not given)	-18%	2%	i	-10%	-3%
OCC1(Cc2ccccc2C(F)(F)F)CCN(Cc2ccc3c(c2)CCO3)CC1	2%	38%	3.3%	-2%	-1%
Cn1c(=O)c2c(nc3n2CC(COc2ccc(Cl)cc2)O3)n(C)c1=O (stereo not given)	-5%	28%	0.4%	-8%	1%
Nc1c(C(=O)Nc2ccccc2F)sc2nc(-c3cccnc3)ccc12	-12%	-6%	1.0%	-2%	12%
NC(=O)N1CCC2(CC1)NC(=O)N(c1ccccc1)N2	3%	51%	i	1%	97%
CCCOc1ccc(/C=N/NC(=O)CN(c2ccc(OCC)cc2)S(C)(=O)=O)cc1	4%	3%	i	1%	-2%
COc1ccc2c(c1)Cc1sc(NC(=O)c3ccccc3)nc1-2	6%	30%	1.2%	-7%	-4%
COc1cccc(OCCNC(=O)Nc2cc(F)c(F)cc2Cl)c1	3%	38%	1.1%	-4%	-4%
Cc1nc2ccccn2c1P(=S)(N1CCCCC1)N1CCCCC1	-17%	57%	i	11%	2%
CC(C)c1ccc(NC2CCCN(C(=O)c3cccc4nccnc34)C2)cc1 (stereo not given)	-2%	2%	i	-4%	3%
CC1CC(C)(C)NC(=S)N1CCC(=O)N1CCN(c2ccccc2)CC1 (stereo not given)	-10%	11%	0.8%	4%	-3%
COc1ccc(CC(=O)Nc2ccc(S(=O)(=O)Nc3nc(C)cc(C)n3)cc2)cc1	-3%	15%	2.8%	4%	8%
N=c1n(CC(=O)c2ccc([N+](=O)[O-])cc2)c2ccccc2n1Cc1ccccc1Cl	-12%	27%	9.4%	-5%	8%
O=C(CCCCN1CCCCC1)c1ccc2c(c1)Cc1ccccc1-2	19%	?	46%	8%	33%
COCCOC(=O)c1c(C)oc2ccc(OC(=O)c3ccco3)cc12	3%	9.2µM*	0.7%	1%	?
COCc1ccc(C(=O)N2CCc3c([nH]c4ccccc34)C2c2ccccn2)s1 (stereo not given)	2%	40%	4.2%	14%	59%
COc1ccc(-c2nn(CCC#N)cc2C(=O)Nc2cccc(C(=O)O)c2)cc1OC	-3%	2%	1.4%	0%	-6%
Cc1ccc(/C=N/N2CCN(c3ccc(Cl)cc3)CC2)o1	11%	20%	1.8%	10%	1%
CCOC(=O)c1sc(NC(=O)CSc2nnc(C(C)C)n2C)nc1C	2%	-1%	5.6%	nt	3%
O=C(c1ccc(Cl)cc1)C1CCN(C(=O)C2CC2)CC1	-4%	45%	5.7%	-3%	-3%
CC(C)C(OC(=O)CN1C(=O)c2ccccc2C1=O)C(=O)NC1CCCC1 (stereo not given)	12%	-4%	i	-8%	1%
CN1CC(=O)N(CC(=O)NCCc2ccc(F)cc2)c2ccccc2C1=O	9%	-13%	i	6%	-5%
CCc1cc(CNC(=O)c2ccc(OC)c(OC3CCN(C(C)C)CC3)c2)on1	-6%	1%	1.0%	-11%	-1%
CC1(C)NC(=O)N(CC(=O)OCC(=O)c2ccc(F)cc2)C1=O	8%	-16%	0.4%	-8%	0%
Cn1c(N)c(C(=O)Nc2ccc3ccccc3c2)sc1=S	-5%	52%	0.8%	11%	-3%
CCC(C)(C#CCN1CCCCC1)OC(C)=O (stereo not given)	1%	-4%	2.2%	-4%	-1%	inhibitors of VEEV 10K pilot screen=0.8
CNc1ccccc1NC(=O)C1CCCN1C(=O)OCc1ccccc1 (stereo not given)	-16%	11%	1.8%	6%	3%
CSCCC(NC(=O)OC(C)(C)C)C(=O)NC(CC(C)C)C(N)=O (stereo not given)	-4%	-4%	i	-33%	9%
Nc1c(N)c2ccccc2oc1=O	3%	-6%	0.2%	-3%	-12%
(list continues)
SMILES	Salmonella PhoP GFP	tuberculosis growth	inhibitors of VEEV	H1N1 NS1A inhibition	M. tuberculosis HTS	others
COc1nonc1NC(=O)CSc1nc2ccccc2[nH]1	1%	-5%	2.1%	-6%	-1%
CCN(CC)CCCNC(=O)c1cc(-c2cccc(Cl)c2)on1	0%	15%	i	-10%	-4%
CCn1c(SCC(=O)Nc2sc3c(c2C(N)=O)CCC(C)C3)nnc1-c1ccco1 (stereo not given)	-1%	47%	1.0%	12%	7%
O=c1[nH]c(=S)[nH]c2c1C(c1ccc(Br)cc1)c1c([nH]c(=S)[nH]c1=O)O2	-11%	-28%	0.5%	-3%	-7%
O=C1CCC(C(=O)Nc2cc(C(F)(F)F)ccc2-n2cncn2)=NN1	-2%	7%	i	8%	2%
Cc1ccc(-c2csc(NC(=O)CCCc3cccs3)n2)cc1	-12%	2%	0.3%	-6%	-6%
CC(=O)c1cccc(NC(=O)CSCc2ccc(Br)cc2)c1	-1%	52%	3.0%	-6%	-8%
Cc1ccc(N(CC(=O)Nc2ccc3c(c2)OCCO3)S(=O)(=O)c2c(C)n[nH]c2C)cc1	6%	18%	9.0%	3%	1%
O=C(NCCN1CCOCC1)c1cc(Sc2ccccc2Cl)nc2ccccc12	-2%	-4%	nt	nt	-2%
Nn1c(SCc2cc([N+](=O)[O-])cc3c2OCOC3)nnc1-c1cccnc1	1%	4%	i	10%	-7%
CN(CC(=O)N1CCCC1)S(=O)(=O)c1ccc2ccccc2c1	4%	6%	0.7%	0%	5%
COCCN(C(=O)Cc1ccc(S(=O)(=O)N2CCOCC2)s1)c1c(N)n(CC(C)C)c(=O)[nH]c1=O	nt	nt	2.8%	-5%	nt

Part of the list above in order of molecular weight, low to high:
SMILES	Salmonella PhoP GFP	tuberculosis growth	inhibitors of VEEV	H1N1 NS1A inhibition	M. tuberculosis HTS	others
CN(CC(=O)N1CCCC1)S(=O)(=O)c1ccc2ccccc2c1	4%	6%	0.7%	0%	5%
O=C1CCC(C(=O)Nc2cc(C(F)(F)F)ccc2-n2cncn2)=NN1	-2%	7%	i	8%	2%
O=c1[nH]c(=S)[nH]c2c1C(c1ccc(Br)cc1)c1c([nH]c(=S)[nH]c1=O)O2	-11%	-28%	0.5%	-3%	-7%
Cc1ccc(N(CC(=O)Nc2ccc3c(c2)OCCO3)S(=O)(=O)c2c(C)n[nH]c2C)cc1	6%	18%	9.0%	3%	1%

(next part)
SMILES	Salmonella PhoP GFP	tuberculosis growth	inhibitors of VEEV	H1N1 NS1A inhibition	M. tuberculosis HTS	others
CCOc1ccc(S(=O)(=O)N2CCCCC2)cc1NC(=O)CN1CCCC1c1cccs1 (stereo not given)	nt	57%	i	-1%	5%
CCOC(=O)c1cc(CC)sc1NC(=O)COC(=O)c1ccccn1	1%	65%	0.6%	2%	21%
CN(Cc1ccon1)C(=O)CC1C(=O)NCCN1Cc1ccc(F)c(F)c1 (stereo not given)	-3%	-14%	i	22%	-1%
Cc1ccccc1/C=N/NC(=O)CSc1nc2ccccc2o1	-2%	0%	1.1%	-1%	-11%
O=C1CCC/C1=C\Nc1ccc(Cl)c([N+](=O)[O-])c1	1%	33%	0.5%	-19%	-6%
O=C(Nc1ccc(Cl)c(S(=O)(=O)N2CCOCC2)c1)c1ccncc1	nt	0%	i	4%	4%
N#Cc1ccc(C(=O)OCC(=O)NC(=O)NCc2ccccc2)cc1	nt	nt	2.1%	-17%	nt
Cc1ccn(CCC(=O)N2CCCC(CCC(=O)N3CCN(c4ccccn4)CC3)C2)n1 (stereo not given)	4%	-10%	0.6%	-3%	-3%
